CIT2 TOR yeast: alters CIT2-GFP fluorescence in TOR pathway yeast screen; S. cerevisiae CIT2-GFP strain, flow cytometry, 3 h; 100 means same as DMSO wells; GFP response vs DMSO, % at 10 µM; 320,000 tested, 0.065% active;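 active = GFP response relative to DMSO above a set limit, near the screen mean plus 3 SD, cut at about 150% in these data; inconclusive = Fewer than 70 cells measured for a yeast strain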;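 also: ratio of well median GFP fluorescence to mean of DMSO wells on the plate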
Fam108B inh: counter-screen for RBBP9 inhibitors: inhibitors of mouse Fam108B; recombinant Fam108B, FP-Rh probe fluorescence polarization; inhibition, % at 9.51 µM; 300,000 tested, 0.33% active;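 active = inhibition above the screen mean inhibition plus 3 SD, computed separately per campaign, cut at about 18% in these data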;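 also: inhibitors lower polarization as less probe binds the enzyme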
MCL1 BIM primary: MCL1-BIM-BH3 interaction inhibition (human); inhibition, % at 10.9 µM; Q07820; 320,000 tested, 0.68% active; GST-MCL1 / FITC-Bim-BH3 fluorescence polarization;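 active = inhibition above the mean inhibition of all tested compounds plus 3 SD, set per campaign, cut at about 40% in these data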;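 also: 0% = DMSO wells and 100% = unlabeled Bim-BH3 peptide control; higher means more loss of mP so more displacement of Bim peptide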
AGP1 TOR yeast: modulators of TOR pathway AGP1-GFP in S. cerevisiae. S. cerevisiae AGP1-GFP multiplex flow cytometry, 3 h; GFP as percent of DMSO wells. GFP response vs DMSO, % at 10 µM. 320,000 tested, 0.02% active;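 active = GFP response relative to DMSO above a set limit, near screen average plus 3 SD, cut at about 150% in these data; inconclusive = fewer than 70 cells counted for the yeast strain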;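 also: median GFP channel fluorescence of the gated AGP1 strain per well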
GRK2 aptamer HTS: human GRK2 inhibition via aptamer displacement; 330,000 tested, 0.59% active; bead flow cytometry, FAM-aptamer displacement from GRK2; P25098; inhibition of aptamer binding, % at 10 µM;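 active = inhibition of aptamer binding above 40%, roughly 3 SD of noise, on plates passing a quality check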;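 also: median bead fluorescence of bound FAM aptamer so fluorescent compounds give negative values; no value below 0 was filed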
Target sequence (P25098 whole entry, looked up): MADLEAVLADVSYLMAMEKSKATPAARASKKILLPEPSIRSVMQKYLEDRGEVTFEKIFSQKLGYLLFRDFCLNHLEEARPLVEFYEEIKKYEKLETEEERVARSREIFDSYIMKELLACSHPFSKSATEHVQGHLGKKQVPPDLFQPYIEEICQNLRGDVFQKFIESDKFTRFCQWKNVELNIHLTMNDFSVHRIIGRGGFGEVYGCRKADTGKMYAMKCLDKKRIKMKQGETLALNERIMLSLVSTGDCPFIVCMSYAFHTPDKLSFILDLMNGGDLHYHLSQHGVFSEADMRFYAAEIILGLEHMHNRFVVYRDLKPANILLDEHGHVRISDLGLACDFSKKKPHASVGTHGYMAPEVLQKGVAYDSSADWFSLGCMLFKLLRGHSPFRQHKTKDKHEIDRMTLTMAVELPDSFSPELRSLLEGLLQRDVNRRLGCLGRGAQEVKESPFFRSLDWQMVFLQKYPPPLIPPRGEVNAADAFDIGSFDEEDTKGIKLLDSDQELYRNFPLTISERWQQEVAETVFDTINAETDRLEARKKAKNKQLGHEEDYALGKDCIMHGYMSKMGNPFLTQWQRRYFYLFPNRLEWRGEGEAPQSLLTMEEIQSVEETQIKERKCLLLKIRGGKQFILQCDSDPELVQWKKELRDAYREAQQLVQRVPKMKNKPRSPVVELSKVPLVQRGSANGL
GLD-1 TGE inh: GLD-1-TGE RNA interaction inhibition (C. elegans); Q17339; AID 2280; 320,000 tested, 0.44% active; purified GLD-1 + fluorescein TGE RNA, fluorescence polarization; inhibition, % at 5.96 µM;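 active = percent inhibition above a per-plate cutoff, the plate mean of test compounds plus 3 SD, cut at about 30% in these data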;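 also: 0% = DMSO wells with GLD-1 and probe and 100% = wells lacking GLD-1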
VLA-4 inh: inhibition in a human VLA-4 binding assay. VLA-4 expressing cells, ligand binding flow cytometry. inhibition, % (about 7 µM as worked out from the volumes in the protocol). 330,000 tested, 0.2% active; in the data active = inhibition above about 50%
BCLXL inh: inhibitors of human Bcl-xL. Q07817. GST-Bcl-xL / FITC-Bim BH3 peptide fluorescence polarization. inhibition, % at 10.9 µM. 320,000 tested, 0.7% active. AID 2129;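 active = inhibition above the mean of all tested compounds plus 3 SD, cutoff set per campaign, cut at about 30% in these data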;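 also: 0% = DMSO wells and 100% = unlabeled Bim-BH3 peptide competitor; inhibitors lower millipolarization by displacing the labeled peptide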
Target sequence (Q07817 whole entry, looked up): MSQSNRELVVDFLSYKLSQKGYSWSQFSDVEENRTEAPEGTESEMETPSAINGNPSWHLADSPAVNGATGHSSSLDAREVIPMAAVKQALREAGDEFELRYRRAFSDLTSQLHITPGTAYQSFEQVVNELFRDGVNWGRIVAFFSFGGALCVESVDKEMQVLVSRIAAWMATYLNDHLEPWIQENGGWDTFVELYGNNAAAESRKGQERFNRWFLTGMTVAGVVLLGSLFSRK
MEX-5 binding: C. elegans MEX-5 TCR-2 RNA binding activity. MEX-5/FITC-TCR2 RNA binding, fluorescence polarization; hits give low values. activity score (negative = inhibition of binding), % at 10 µM. 300,000 tested, 0.38% active. AID 1832;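 active = inhibition past about -25% in most replicates, and total fluorescence under double the plate's negative control median, limit read from the data; inconclusive = replicates evenly split on the limit, or fluorescence at least double controls; inactive = too little inhibition in most replicates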;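 also: 0% = DMSO and -100% = 5 µM competing unlabeled TCR2 RNA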
The depositor's hits bear a star; ? = inconclusive; . = no result given.

SMILES	CIT2 TOR yeast	Fam108B inh	MCL1 BIM primary	AGP1 TOR yeast	GRK2 aptamer HTS	GLD-1 TGE inh	VLA-4 inh	BCLXL inh	MEX-5 binding
Cc1nnc2ccc(-c3cccc(NS(=O)(=O)c4ccccc4Cl)c3)nn12	104	3	-3	102	2	-4	9	3	1.6
OC(CN1CCN(c2ncc(C(F)(F)F)cc2Cl)CC1)c1ccccc1 (centres undefined)	102	0	-7	101	1	8	15	-2	3.3
O=C(O)Cn1nc(-c2ccc(F)cc2)oc1=O	97	-1	1	104	2	1	14	1	1.3
O=C(Nc1cc(F)ccc1F)N1CCN(c2ccnc3cc(Cl)ccc23)CC1	100	-2	7	103	2	7	-1	6	0.6
COC(=O)CCCn1nc(NC(=O)c2ccco2)cc1C	99	-2	-2	96	0	-5	23	4	-2.6
Cc1nc(SCC(=O)OCc2ccccc2)c2c(=O)n(C)c(=O)n(C)c2n1	90	0	-2	94	0	5	0	-1	-0.7
CCN(CC)S(=O)(=O)c1ccc(C(=O)NNC(=O)C2CCN(S(=O)(=O)c3ccc(Cl)cc3)CC2)cc1	96	0	-2	99	9	-2	3	1	-0.8
CN1CCN(c2nc3c(c(=O)n(C)c(=O)n3C)n2Cc2ccccc2Cl)CC1	115	4	6	105	3	8	10	1	2.2
CCOc1nc(SCCOc2ccc(C)cc2)nc(N(C)C)n1	98	1	11	105	2	5	-6	7	.
CC1(C)CC2CC(C)(CN2C(=O)COC(=O)c2cc(Cl)cc(Cl)c2N)C1 (centres undefined)	108	0	3	104	2	6	2	6	-1.3
COc1cccc(NC(=O)C(C)NS(=O)(=O)c2ccc(Br)cc2)c1 (centres undefined)	97	4	2	100	41*	3	13	0	-1.7
CCN1CCN(C(=O)N(Cc2ccc(Cl)cc2)S(=O)(=O)c2ccc(C)cc2)CC1	98	0	7	103	0	2	5	4	-1.9
O=C(N/N=C/c1ccc(Cl)cc1Cl)c1n[nH]c2c1CCCC2	100	-4	-7	109	1	-2	25	-6	.
O=C(Nc1cccc2ncccc12)C(c1ccccc1)c1ccccc1	101	-1	-7	90	0	9	24	-2	-1.1
O=C(O)c1cccc(-n2cnnn2)c1	106	3	3	105	2	6	9	2	1.3
Cc1ccc(S(=O)(=O)NN/C(=N/S(=O)(=O)c2ccccc2)c2ccccc2)cc1	94	0	4	100	5	9	27	2	-5.1
CCN(CC)S(=O)(=O)c1cc(NS(=O)(=O)c2cc(Cl)ccc2Cl)ccc1C	107	1	-2	105	1	1	0	2	2.7
Cc1cc(C)nc(SCC(=O)Nc2ccccc2[N+](=O)[O-])n1	101	-3	0	104	0	3	.	2	-0.9
CC(=O)O[C@]1(C(C)=O)CCC2C3C=C(C)C4=CC(=O)CC[C@]4(C)C3CC[C@@]21C (some centres undefined)	101	-2	3	96	0	0	1	4	0.7
Cc1cccc(C(=O)NNC(=O)c2ccccc2)c1	97	-3	-2	91	0	-1	7	6	1.8
O=C(CSc1nnc(-c2ccco2)n1Cc1ccccc1)c1ccc(F)cc1	90	-5	-1	99	4	6	26	-13	-0.1
COCCCNC(=O)Cn1nc(-c2ccc(C)cc2)ccc1=O	103	-2	16	100	0	1	-3	0	0.9
CN(C)c1ccc(-c2nnc(-c3ccccc3F)o2)cc1	95	3	8	95	0	8	13	6	-2.6
Cc1ccc(-c2nnc(SCC(=O)NNC(=O)COc3cccc(C)c3)n2C)cc1	102	3	1	101	0	0	2	-3	-0.7
O=C(C1CCCCC1)N1CCCC(c2nc3c(nnn3Cc3ccccc3)c(=O)[nH]2)C1 (centres undefined)	90	0	3	95	0	1	-8	1	1.6
Continuation:
SMILES	CIT2 TOR yeast	Fam108B inh	MCL1 BIM primary	AGP1 TOR yeast	GRK2 aptamer HTS	GLD-1 TGE inh	VLA-4 inh	BCLXL inh	MEX-5 binding
CC1CCCN(c2ncnc3c2cnn3-c2ccc(Cl)cc2)C1 (centres undefined)	93	0	3	96	1	4	-16	0	-0.7
NS(=O)(=O)c1ccc(CCNC(=O)CCCn2c(=O)[nH]c3ccc(Br)cc3c2=O)cc1	92	0	-7	99	1	1	6	-4	-1.6
CC(C)C(NC(=O)c1c(F)cccc1F)C(=O)NCCc1ccc(S(N)(=O)=O)cc1 (centres undefined)	101	0	12	98	0	-1	2	4	-0.1
CCC(=O)Nc1cc2c(cc1C(=O)CC)OCCO2	?	3	0	?	2	2	-3	4	0.3
Cc1ccccc1NS(=O)(=O)c1ccc(C(=O)N2CCC2)cc1	91	-3	-3	98	0	-6	5	-4	0.1
COc1ccccc1C(=O)N1CCN(Cc2cn[nH]c2-c2ccc(F)cc2F)CC1	100	-1	4	101	12	-1	6	8	0.6
Cc1cccc(Nc2nc3ccccc3s2)c1C	93	2	-1	87	3	5	-13	8	0.0
CCN(CC)CCCNC(=O)c1nn(-c2ccccc2OC)c(=O)c2ccccc12	101	6	2	109	1	-2	14	0	-0.8
CCOc1cnc(-c2c(-c3ccccc3Cl)noc2C)o1	93	-4	-8	95	0	-5	-7	-1	-0.6
CC(=O)Nc1nonc1-c1nc2ccccc2n1Cc1nnc(C)o1	103	2	7	104	0	5	7	10	-5.0
O=C(C(=O)N1CCc2ccccc2C1)c1c[nH]c2ccccc12	86	0	5	99	2	9	23	-1	0.5
CCN(CC)S(=O)(=O)c1ccc(NC(=O)C(OC)c2ccccc2)cc1 (centres undefined)	97	1	11	101	2	3	22	4	3.2
COC(=O)c1sccc1NC(=S)N1CCC(C(N)=O)CC1	102	7	0	101	0	-2	8	2	1.7
CCCC(=O)NC(c1ccc(C)cc1)c1ccc2cccnc2c1O (centres undefined)	96	-6	8	97	1	9	13	5	0.0
O=C(Cc1ccccc1)Nc1ccccc1N1CCOCC1	92	0	6	95	2	2	36	5	-3.2
CN(C(=O)Nc1ccc(S(=O)(=O)N(C)C)cc1)C1CCCCC1	89	-2	6	99	0	2	22	1	0.4
Cc1cccc(NC(=O)c2ccccc2NC(=O)C(C)(C)C)n1	96	2	7	95	1	6	-1	3	0.1
Cc1ccc(-c2nn(-c3ccccc3)cc2CN(Cc2ccccc2)C(=O)CCC(=O)O)o1	95	-1	-4	101	2	-3	37	-3	-0.8
O=C(O)COc1c(Cl)cc(/C=C2\NC(=O)NC2=O)cc1Br	106	-2	10	102	0	-2	6	7	2.0
O=C(NNC(=S)Nc1ccc(F)cc1F)c1ccco1	91	3	9	86	1	-2	19	2	-7.4
Cc1ccccc1-c1nc(C#N)c(NCc2ccco2)o1	104	3	-3	95	0	5	0	-1	1.4
C/C(=N\NC(=S)NC(C)C)c1ccccc1OC(F)F	90	-2	9	100	2	0	32	2	-0.5
Cn1nc(C(=O)Nc2ccc(S(=O)(=O)N3CCOCC3)cc2)c2ccccc2c1=O	82	1	4	82	.	0	-7	-3	0.3
O=C(Cn1c(=O)n(CC2CCCO2)c(=O)c2ccccc21)c1ccccc1 (centres undefined)	94	9	-3	93	0	-4	10	0	-3.0
COc1ccc(C2=NOC(Cn3nc(-c4ccccc4)cc3C(=O)NCc3cccs3)C2)cc1 (centres undefined)	91	.	.	103	0	-4	6	.	.

Three entries from above, arranged by heavy-atom count, descending:
SMILES	CIT2 TOR yeast	Fam108B inh	MCL1 BIM primary	AGP1 TOR yeast	GRK2 aptamer HTS	GLD-1 TGE inh	VLA-4 inh	BCLXL inh	MEX-5 binding
NS(=O)(=O)c1ccc(CCNC(=O)CCCn2c(=O)[nH]c3ccc(Br)cc3c2=O)cc1	92	0	-7	99	1	1	6	-4	-1.6
CCCC(=O)NC(c1ccc(C)cc1)c1ccc2cccnc2c1O (centres undefined)	96	-6	8	97	1	9	13	5	0.0
O=C(O)COc1c(Cl)cc(/C=C2\NC(=O)NC2=O)cc1Br	106	-2	10	102	0	-2	6	7	2.0

Back to the main list, starting 5 compounds before the break.
SMILES	CIT2 TOR yeast	Fam108B inh	MCL1 BIM primary	AGP1 TOR yeast	GRK2 aptamer HTS	GLD-1 TGE inh	VLA-4 inh	BCLXL inh	MEX-5 binding
Cc1ccccc1-c1nc(C#N)c(NCc2ccco2)o1	104	3	-3	95	0	5	0	-1	1.4
C/C(=N\NC(=S)NC(C)C)c1ccccc1OC(F)F	90	-2	9	100	2	0	32	2	-0.5
Cn1nc(C(=O)Nc2ccc(S(=O)(=O)N3CCOCC3)cc2)c2ccccc2c1=O	82	1	4	82	.	0	-7	-3	0.3
O=C(Cn1c(=O)n(CC2CCCO2)c(=O)c2ccccc21)c1ccccc1 (centres undefined)	94	9	-3	93	0	-4	10	0	-3.0
COc1ccc(C2=NOC(Cn3nc(-c4ccccc4)cc3C(=O)NCc3cccs3)C2)cc1 (centres undefined)	91	.	.	103	0	-4	6	.	.
O=[N+]([O-])c1ccccc1-c1cc(-c2cc(Cl)ccc2O)n[nH]1	82	16	2	81	0	13	-5	1	-0.5
NC(=NCCc1c[nH]c2ccccc12)NS(=O)(=O)c1ccc2ccccc2c1	93	2	-6	92	0	1	9	4	2.6
CCn1cnc2scc(-c3ccc(OC)cc3)c2c1=O	91	0	1	81	3	-2	-16	0	2.2
NS(=O)(=O)c1ccc(NC(=O)Nc2cccc3ccccc23)cc1	96	1	8	95	0	6	14	3	1.5
O=C1Nc2cc(Br)ccc2C1(O)c1ccccc1O (centres undefined)	105	2	11	109	0	0	0	5	-1.6
CC(=O)c1ccc(-c2ccc(C(=O)NCC3CCCO3)o2)cc1 (centres undefined)	97	-1	4	104	2	-7	2	8	-3.5
Nc1ccc2nc(N3CCOCC3)sc2c1	102	1	12	97	2	4	-36	8	-0.2
COCCCn1c2nc3ccccc3nc2c2c(=O)n(Cc3ccc(Cl)cc3)cnc21	98	4	-10	104	0	2	2	-5	-2.8
Cc1c(NC(=O)CSc2nc(-c3ccco3)cc(C(F)(F)F)n2)c(=O)n(-c2ccccc2)n1C	109	-1	3	112	0	5	93*	1	-0.3
CC(=O)N1CCN(CC(O)COc2ccc(OCc3ccccc3)cc2)CC1 (centres undefined)	94	-1	4	91	5	4	0	1	-5.0
O=C(Nc1ccc2c(c1)OCO2)C1CC(=O)N(c2cccc(Cl)c2)C1 (centres undefined)	100	-1	4	98	2	-1	11	2	-1.5
FC(F)(F)C1=CC(c2ccc(Cl)cc2)=NCCN1	104	1	-3	110	0	0	-6	0	1.2

One compound at a time, as listed above. Values in the order: CIT2 TOR yeast, Fam108B inh, MCL1 BIM primary, AGP1 TOR yeast, GRK2 aptamer HTS, GLD-1 TGE inh, VLA-4 inh, BCLXL inh, MEX-5 binding
Entry for FC(F)(F)C1=CC(c2ccc(Cl)cc2)=NCCN1 = 104, 1, -3, 110, 0, 0, -6, 0, 1.2
Entry for Nc1ccc2nc(N3CCOCC3)sc2c1 = 102, 1, 12, 97, 2, 4, -36, 8, -0.2
Entry for COCCCn1c2nc3ccccc3nc2c2c(=O)n(Cc3ccc(Cl)cc3)cnc21 = 98, 4, -10, 104, 0, 2, 2, -5, -2.8
Entry for O=[N+]([O-])c1ccccc1-c1cc(-c2cc(Cl)ccc2O)n[nH]1 = 82, 16, 2, 81, 0, 13, -5, 1, -0.5
Entry for NC(=NCCc1c[nH]c2ccccc12)NS(=O)(=O)c1ccc2ccccc2c1 = 93, 2, -6, 92, 0, 1, 9, 4, 2.6

Screening results: PubChem, several laboratories
